Bioassay records as filed in PubChem.
HKDC1 inh: inhibitors of human hexokinase HKDC1; 0.16% of 340,000 active; recombinant HKDC1, G6PDH/diaphorase resazurin coupled fluorescence; AID 493160; Q2TB90; inhibition, % at 20 µM;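 active = inhibition above about 35% when tested at 20 µM, limit read from the data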;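 note: plate controls were DMSO wells with enzyme for no effect and DMSO wells lacking enzyme for full effect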
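Assay system: in-house recombinant HK5 (HKDC1) enzyme. Input: HKDC1 at 5 µg/mL. Medium: Tris pH 8.0 buffer with MgCl2, Tween-20, BSA, BME. Dosing: single 20 µM dose. Schedule: 90 min reaction incubation at room temperature, dark. Signal: resazurin-to-resorufin fluorescence via G6PDH and diaphorase coupling, 525/613 nm. Controls: DMSO-enzyme wells negative, buffer-substituted wells positive.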
A3A deaminase: inhibitors of human APOBEC3A DNA deaminase. P31941. recombinant A3A, FAM/TAMRA ssDNA deamination fluorescence. inhibition, % at 20 µM. 0.41% of 330,000 active. AID 493011;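 active = at least 40% inhibition at 20 µM here, with at most 30% in a related deaminase screen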;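 note: plate controls were A3A with DMSO for no effect and wells lacking A3A enzyme for full effect; some results filed as inactive read as strong as hits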
Target sequence (P31941 whole entry, looked up): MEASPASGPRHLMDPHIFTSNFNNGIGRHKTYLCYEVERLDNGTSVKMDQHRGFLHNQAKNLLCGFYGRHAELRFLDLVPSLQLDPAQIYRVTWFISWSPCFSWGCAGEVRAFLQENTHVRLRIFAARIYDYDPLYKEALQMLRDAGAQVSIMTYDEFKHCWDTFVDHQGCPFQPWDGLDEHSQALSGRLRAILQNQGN
ATG4B inhibitor: inhibitors of human ATG4B cysteine protease; inhibition, % at 8.33 µM; ATG4B cleavage of LC3-PLA2, NBD-HPC fluorescence, 1 h; 0.51% of 340,000 active; in the data active = inhibition above about 40%
mIAP inh: blocks mouse intestinal alkaline phosphatase | inhibition, % at 10 µM | 0.2% of 330,000 active | purified mouse IAP, CDP-Star luminescence, 30 min;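 active = inhibition of at least 40% at 10 µM in the primary screen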;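 note: plate controls were DMSO with enzyme for no effect and no enzyme wells for full effect; values of inactives mirror those of a sister screen read the other way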
mIAP activ: increases mouse intestinal alkaline phosphatase activity | AID 2805 | muIAP, CDP-Star luminescence, 30 min; stronger effect = higher value; 1 = vehicle-only enzyme signal, 0 = enzyme-free wells | activation factor at 10 µM | 0.24% of 330,000 active;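 active = activation factor of at least 2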; note: the source names both 10 and 20 µM as test concentration; values of inactives mirror those of a sister screen read the other way
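Assay system: mouse IAP enzyme / Compound: DMSO-dissolved test compounds / Timing: 30 min, room temperature / Measured by: luminescence from enzymatic CDP-Star hydrolysis / Control set: DMSO-only wells, enzyme-free buffer wells as negative control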
hIAP inh: human IAP inhibition; P09923; purified IAP, CDP-Star luminescence, 30 min; inhibition, % at 10 µM; 0.12% of 330,000 active; AID 2544;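 active = inhibition reaching a set limit with compound at 10 µM in the primary screen, cut at about 35% in these data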;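 note: plate controls were DMSO wells with enzyme for no effect and no-enzyme buffer wells for full effect; values of inactives mirror those of a sister screen read the other way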
Target sequence (P09923 whole entry, looked up): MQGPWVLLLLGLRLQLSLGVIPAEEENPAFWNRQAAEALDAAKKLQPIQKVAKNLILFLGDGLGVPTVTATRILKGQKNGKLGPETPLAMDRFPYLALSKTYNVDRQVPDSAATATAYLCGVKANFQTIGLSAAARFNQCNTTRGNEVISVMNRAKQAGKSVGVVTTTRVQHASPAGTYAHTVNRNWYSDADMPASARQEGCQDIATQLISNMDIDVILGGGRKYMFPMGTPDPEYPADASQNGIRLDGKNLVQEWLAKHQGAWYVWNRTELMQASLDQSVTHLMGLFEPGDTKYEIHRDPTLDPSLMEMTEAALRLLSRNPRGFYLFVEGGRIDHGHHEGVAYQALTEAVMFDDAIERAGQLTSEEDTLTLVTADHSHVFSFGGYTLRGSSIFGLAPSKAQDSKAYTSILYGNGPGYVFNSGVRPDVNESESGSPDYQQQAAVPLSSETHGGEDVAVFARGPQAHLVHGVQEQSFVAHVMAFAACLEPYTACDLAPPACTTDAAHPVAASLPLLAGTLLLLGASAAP
hIAP activ: human IAP activation; purified human IAP, CDP-Star luminescence, 30 min; stronger effect = higher value; 1 = vehicle-only enzyme, 0 = enzyme-free background; activation factor at 10 µM; AID 2524; 0.16% of 330,000 active; P09923;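 active = activation factor of the enzyme at least 2-fold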; note: the source names both 10 and 20 µM as test concentration; values of inactives mirror those of a sister screen read the other way
PfG6PD inh: PfG6PD (Plasmodium falciparum) enzyme inhibition; PfGluPho enzyme, NADPH resazurin-diaphorase fluorescence; inhibition, % at 20 µM; 0.78% of 350,000 active; AID 504690;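 active = inhibition reaching at least a set limit at 20 µM in the primary screen, cut at about 59% in these data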;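 note: 0% = DMSO wells with substrate and 100% = DMSO wells lacking glucose-6-phosphate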
Starred values were filed as active, the others as inactive.

SMILES	HKDC1 inh	A3A deaminase	ATG4B inhibitor	mIAP inh	mIAP activ	hIAP inh	hIAP activ	PfG6PD inh
Fc1ccc(-c2cnc(-c3cccs3)o2)cc1	0.7	0.5	-16.7	7.9	0.921	2.4	0.976	0.8
O=C1CCCCC1C(=O)c1ccccc1 (stereo not given)	-7.2	-2.5	-3.6	-7.8	1.08	3.3	0.966	-1.1
OCCCNC(c1ccccc1)c1ccc(O)cc1 (stereo not given)	-3.6	-3.1	1.1	-0.7	1.01	-10.8	1.11	-16.2
CNC(=O)c1cc(C)c(-c2ccccc2)s1	-1.5	-0.4	-2.2	-0.4	1	22.4	0.776	14.3
COc1ccccc1N(C)S(=O)(=O)c1ccc(C(=O)NCc2ccc3c(c2)OCO3)cc1	6.7	-0.6	-2.1	-0.6	1.01	4.2	0.958	-11.1
CCc1cccc(CC)c1NC(=O)c1cccc(NC(=O)c2ccccc2)c1	3.5	-0.2	-6.0	-23.7	1.24	6.4	0.936	-13.1
CC(C)c1ccc(NC(=O)C(c2ccccc2)N2CCC3(CC2)OCCO3)cc1 (stereo not given)	5.2	-5.1	-12.9	-14.7	1.15	-4.5	1.04	19.7
CC1CCN(S(=O)(=O)c2ccc3c4c2CC(=O)N4CC(C)S3)CC1 (stereo not given)	18.9	0.8	-3.9	-3.3	1.03	12.0	0.88	-3.8
O=C(OCc1nnc(-c2ccccc2)o1)c1cc(=O)[nH]c2ccccc12	-3.7	-1.2	-4.5	9.7	0.903	-7.5	1.07	15.9
Cc1ccc(S(=O)(=O)N(CC(=O)N2CCC(C)CC2)Cc2ccccc2F)cc1	13.5	-3.5	5.3	4.7	0.953	13.1	0.869	39.1
CN1CCN(C(=S)Nc2ccccc2Cl)CC1	-2.7	1.9	-0.3	2.6	0.974	-16.7	1.17	-2.5
COc1ccc(OC)c(S(=O)(=O)N(C)CC(=O)Nc2ccccc2OC)c1	-12.2	-3.5	-2.7	-0.7	1.01	-0.3	1	-9.0
Cc1cc(C(=O)OCC(=O)N2CCc3ccccc32)ccc1[N+](=O)[O-]	-5.6	1.2	1.5	2.1	0.979	-4.0	1.04	-1.7
COc1ccc(CCC(=O)OCC(=O)c2cccc(OC)c2)cc1	-9.0	-10.8	-2.2	-2.1	1.02	-5.3	1.05	-3.6
COC(=O)c1cc2ccsc2n1CC(=O)Nc1cc(C)cc(C)c1	-7.1	1.2	14.4	-2.8	1.03	0.8	0.992	-8.7
CC(=O)c1cccc(NC(=O)N2CCC(c3nnc(SCC(N)=O)n3C)CC2)c1	-1.7	1.8	-4.2	1.0	0.99	-0.4	1	6.6
O=C(O)CC(c1cccc2ccccc12)n1cccc1 (stereo not given)	7.2	7.0	11.6	2.9	0.971	-5.7	1.06	16.2
S=C(NCCN(C1CCCCC1)C1CCCC1)Nc1cccc(Cl)c1	0.8	-5.1	15.6	-101.9	2.02*	-11.7	1.12	6.2
Cc1nn(-c2ncc(C(F)(F)F)cc2Cl)c(=O)n1-c1cccc(Cl)c1	0.0	-2.0	-3.1	-2.3	1.02	-3.6	1.04	-1.6
CN(CC(=O)Nc1ccc(F)cc1)C(=O)COC(=O)c1cccc(N(C)C)c1	-4.4	-4.1	-6.4	-2.0	1.02	-6.2	1.06	0.7
Cn1c(=O)n(C)c2cc(S(=O)(=O)N3CCCCC3)ccc21	-2.5	0.3	-1.4	6.2	0.938	-0.4	1	1.9
O=C(NCc1ccccc1)c1nc[nH]c1C(=O)NCc1ccccc1	-1.7	-0.2	-2.5	0.7	0.993	-0.6	1.01	-11.2
CCc1c(C(=O)NCc2ccccc2Cl)[nH]c(C)c1C(C)=O	-4.7	-1.7	4.7	-22.5	1.23	-0.4	1	9.7
CCSc1nnc(Cc2cc(=O)[nH]c(=O)[nH]2)n1-c1cc(C)ccc1C	-1.2	-4.3	-10.9	-8.2	1.08	-7.5	1.07	10.6
O=C(O)COc1ccc(C(NC(=O)c2c(F)cccc2F)NC(=O)c2c(F)cccc2F)cc1	-5.8	-3.6	2.7	-0.5	1	0.3	0.997	-4.2
CCN(Cc1nc(-c2ccccc2)no1)C(=O)c1ccco1	-1.5	0.7	-2.0	6.5	0.935	-5.0	1.05	8.4
CC(C)(C)n1nnnc1C(c1ccccc1F)N1CCN(C(=O)c2ccco2)CC1 (stereo not given)	-4.8	-2.3	1.7	-0.2	1	5.7	0.943	-8.7
CC1CCCCN1CCCNC(=O)c1ccc(N2CCCC2=O)cc1 (stereo not given)	2.9	-4.5	-2.9	-14.0	1.14	-5.5	1.05	-13.3
CCOc1cc(/C=N/n2cnnc2)ccc1OS(=O)(=O)c1ccccc1	-2.9	-3.1	-17.1	8.3	0.917	14.5	0.855	41.7
Cc1ccc(S(=O)Cc2ccc(C(=O)N3CCN(C4CCCCC4)CC3)o2)cc1 (stereo not given)	6.5	-1.8	-9.4	1.1	0.989	-10.4	1.1	8.7
O=C(CN1CCCC1)Nc1ccc(OCc2ccccc2)cc1	3.7	0.8	-4.6	1.1	0.989	-8.5	1.08	-4.8
Cc1ccc(C2NC(=S)NC3=C2C(=O)CC(C)(C)C3)cc1 (stereo not given)	-3.5	-4.3	6.1	1.9	0.981	-1.7	1.02	8.8
Cc1c(NC(=S)Nc2ccc(Cl)cc2)c(=O)n(-c2ccccc2)n1C	12.4	0.4	5.3	-7.7	1.08	-0.2	1	-15.1
CCC(NC(=O)c1ccccc1NC(=O)c1ccco1)C(=O)NNC(=O)c1ccc(OC)cc1 (stereo not given)	-0.1	2.6	-8.2	8.1	0.919	-7.8	1.08	-4.3
Oc1c(Br)cc(Br)cc1C=Nc1ccc2c(c1)OCCO2	7.2	-1.7	24.3	17.1	0.829	7.9	0.921	18.0
Cn1c(NCc2ccccc2)nc2c1c(=O)n(Cc1ccc(Br)cc1)c(=O)n2C	-3.5	-5.6	-8.0	5.1	0.949	-11.0	1.11	-3.2
C=CCn1c(SCC(=O)Nc2cc3oc4ccccc4c3cc2OC)nnc1-c1cnccn1	19.8	-0.8	-10.6	12.1	0.879	-4.8	1.05	30.9
C=CC[C@@H](CC(=O)N[C@@H](CO)Cc1ccccc1)C(=O)N[C@@H](COC(=O)[C@@H](CC=C)CC(=O)OC(C)(C)C)Cc1c[nH]c2ccccc12	2.8	-1.2	-13.3	5.3	0.947	7.1	0.929	5.1
O=S(=O)(Cc1ccccc1)N1CCCCCC1	-13.2	-3.3	6.0	10.3	0.897	5.4	0.946	-9.7
O=C(NC(Nc1nc2ccc([N+](=O)[O-])cc2s1)(C(F)(F)F)C(F)(F)F)c1ccccc1	8.6	-3.5	-13.0	13.8	0.862	15.5	0.845	11.4
O=C(Nc1ccccc1)c1cccc(=O)o1	0.4	-5.6	5.7	-9.3	1.09	-30.7	1.31	-12.4
Cc1cccc(N2CCN(S(=O)(=O)c3c(C)[nH]c(C)c3C(=O)N3CCCC3)CC2C)c1 (stereo not given)	-3.4	-4.3	-0.4	2.6	0.974	-4.9	1.05	14.0
O=C(Nc1ccc(Br)c(Br)c1)C1CCCO1 (stereo not given)	-8.2	-1.2	-8.8	5.6	0.944	-11.4	1.11	-6.0
CC(C)CC(CC(C)C)=NNC(=O)c1ccc2c(c1)OCO2	-5.5	5.5	1.4	-6.7	1.07	-7.7	1.08	9.3
Cc1cc(N2C(=O)C3CC=CCC3C2=O)cc(C)c1Br (stereo not given)	-16.9	-1.7	2.9	2.3	0.977	-11.2	1.11	4.2

Printed as active in mIAP activ, among the entries above:
SMILES	HKDC1 inh	A3A deaminase	ATG4B inhibitor	mIAP inh	mIAP activ	hIAP inh	hIAP activ	PfG6PD inh
S=C(NCCN(C1CCCCC1)C1CCCC1)Nc1cccc(Cl)c1	0.8	-5.1	15.6	-101.9	2.02*	-11.7	1.12	6.2

Three entries out of the list, ordered by heavy-atom count, low to high:
SMILES	HKDC1 inh	A3A deaminase	ATG4B inhibitor	mIAP inh	mIAP activ	hIAP inh	hIAP activ	PfG6PD inh
O=S(=O)(Cc1ccccc1)N1CCCCCC1	-13.2	-3.3	6.0	10.3	0.897	5.4	0.946	-9.7
Cc1cccc(N2CCN(S(=O)(=O)c3c(C)[nH]c(C)c3C(=O)N3CCCC3)CC2C)c1 (stereo not given)	-3.4	-4.3	-0.4	2.6	0.974	-4.9	1.05	14.0
CCC(NC(=O)c1ccccc1NC(=O)c1ccco1)C(=O)NNC(=O)c1ccc(OC)cc1 (stereo not given)	-0.1	2.6	-8.2	8.1	0.919	-7.8	1.08	-4.3

(further entries)
SMILES	HKDC1 inh	A3A deaminase	ATG4B inhibitor	mIAP inh	mIAP activ	hIAP inh	hIAP activ	PfG6PD inh
CC(C)NC(=O)c1ccc2c(c1)N(CC(=O)N1CCCC1)C(=O)C(C)(C)O2	-0.5	2.8	3.5	-3.8	1.04	-35.7	1.36	-6.4
CCOC(=O)c1[nH]c(COC(=O)c2ccccc2NC(=O)c2ccco2)c(C(=O)OCC)c1C	0.4	3.0	-4.9	-0.2	1	-10.6	1.11	-2.4
c1ccc(C(c2nnnn2Cc2ccco2)N2CCN(C3CCCC3)CC2)cc1 (stereo not given)	4.0	-1.3	-11.8	9.8	0.902	19.7	0.803	15.2
Cc1ccc(NC(=O)CN(C)C(=O)c2cn(Cc3ccccc3)nc2-c2cccnc2)cc1	-0.9	1.2	-5.0	-3.6	1.04	3.2	0.968	10.4
Cc1cc(C)n(-c2nc(SCC(=O)O)c3c4c(sc3n2)COC(C)(C)C4)n1	5.7	-0.3	7.6	2.6	0.974	3.0	0.97	20.6
CCNC(=O)NC(=O)C(C)OC(=O)c1oc2ccc(OCC)cc2c1C (stereo not given)	0.3	3.6	-10.9	-4.7	1.05	-4.3	1.04	17.7
CC(NC(=O)Cc1ccc(Br)cc1)c1ccccc1 (stereo not given)	-3.0	-4.5	-5.8	-11.3	1.11	-5.6	1.06	-1.0
O=[N+]([O-])c1cnccc1Nc1ccc(F)cc1	-5.0	0.4	10.0	3.3	0.967	-9.0	1.09	-9.0
COc1ccc(C)cc1C(=O)CCC(=O)N1CCN(c2ccccc2F)CC1	1.4	-4.6	-6.7	4.5	0.955	5.6	0.944	-0.5
CC(C)n1c(NCc2c[nH]c3ccccc23)nc2ccccc21	6.1	-2.4	3.4	3.0	0.97	10.3	0.897	3.2
Cc1cc(C)cc(NC(=O)c2sc3nc(C)cc(C)c3c2N)c1	7.0	-3.3	-21.9	-7.1	1.07	-16.1	1.16	28.7
Cc1nc(N2CCOCC2)c2c(C)c(C(=O)Nc3ccccc3C(F)(F)F)sc2n1	-6.3	-6.6	-4.6	-17.2	1.17	-0.9	1.01	-4.2
CCCC1Cc2[nH]c(=O)c(C#N)cc2CO1 (stereo not given)	0.2	1.7	-6.0	4.3	0.957	2.0	0.98	6.2
N#Cc1c(SC(C(=O)O)c2ccccc2)nc2c(c1-c1cccs1)CCCC2 (stereo not given)	4.5	-2.7	-1.1	18.1	0.819	-0.9	1.01	-46.1
NNC(=O)c1sccc1OCc1ccc(Cl)cc1Cl	-2.2	-1.5	-3.5	3.2	0.968	8.6	0.914	21.6
COC(=O)N/N=C\c1ccc(OC/C=C/c2ccccc2)cc1	-1.1	-3.2	-0.4	-7.1	1.07	-1.8	1.02	-1.3
O=C(CSCc1ccccc1)NC1CCSC1=O (stereo not given)	-4.7	1.4	-2.3	1.9	0.981	-15.5	1.16	13.8
COc1cccc(/C=C/C(=O)OCC(=O)Nc2cccc(S(=O)(=O)N3CCOCC3)c2)c1OC	-5.8	5.4	-16.3	-5.9	1.06	1.5	0.985	-2.5
CCc1c(C2(O)CCCCC2)[nH]c2ccc(C(=O)OC)cc12	30.4	-0.2	-9.7	-5.2	1.05	0.5	0.995	-5.3
COc1ccc(-c2cc(N)n(S(=O)(=O)c3ccc(C)cc3)n2)c(OC)c1	-5.5	0.4	-15.9	4.4	0.956	5.6	0.944	24.7
